INS-1E GSIS act: GLuc luminescence reporter in INS-1E cells, primary screen for activators of glucose-dependent secretion of insulin. activation, % at 16.6 µM. INS-1E GLuc reporter insulin secretion, 2-3 h. actives 0.61% (n = 370,000). AID 743287, 2014;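 active = lowest replicate activation of at least 40%, so every replicate reaches that level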;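 note: 0% = median of neutral control wells and 100% = median of IBMX positive control wells; some compounds called inactive have numbers as strong as hits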
DENV2 CPE rescue: inhibitors of DENV2 cytopathic effect, primary screen, cell-based, plate reader, single concentration | actives 1.7% (n = 350,000) | CPE inhibition, % at 9.99 µM | DENV2-infected cells, cytopathic effect rescue; in the data active = CPE inhibition above about 20%, passing the limit was not always enough; inconclusive = no clear call, values can overlap the other calls; tested in BHK-21 cells;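 note: 0% = median of neutral control wells and 100% = median of positive control wells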
F508del corr: F508del CFTR correction, initial screen, CFBE line, single point; CFBE cells, YFP halide quenching; stimulated with forskolin plus potentiator P3; % fluorescence drop versus neutral controls; activity (quench increase), % at 7.58 µM; actives 0.36% (n = 350,000); AID 720511, 2013;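 active = mean added fluorescence quench of at least 8% versus neutral control, with both replicates also reaching 8%; inconclusive = only one of the mean or replicate conditions met; inactive = mean below 8% and not both replicates reaching 8%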;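 note: cells transiently co-express mutant CFTR-F508del with the halide-sensitive YFP; corrector assay measuring rescue of mutant channel to the surface after 24 h compound exposure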
EWS-Fli block: EWS/Fli-driven NR0B1 reporter inhibitors, primary screen, A673 cells, NR0B1 luciferase, luminescence, MLPCN library | viability-normalised | actives 0.67% (n = 350,000) | inhibition, % at 12.6 µM;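 active = mean inhibition of at least 50% after viability correction, with every replicate also passing that limit; inconclusive = mean reaches 50% but only one of two replicates passes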;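 note: firefly luciferase signal divided by Alamar Blue viability fluorescence both relative to DMSO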
ARNT-TACC3 inh: disruptors of ARNT/TACC3 protein interaction, primary screen, biochemical, AlphaScreen, single concentration; AlphaScreen His-ARNT PAS-B/GST-TACC3 binding, luminescence; TACC3 fragment carries E629A point mutation; inhibition, % at 9.99 µM; actives 0.66% (n = 390,000); AID 623870, 2012;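 active = mean inhibition of replicates at least 50% and at least half of replicates each reaching 50%; inconclusive = half or more replicates reach 50% but mean below 50%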;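 note: 0% = complete ARNT plus TACC3 wells and 100% = ARNT alone without TACC3; many hits fall short of the cut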
XiGFP reactiv: activators of inactive X chromosome reactivation, primary screen, imaging, XiGFP fibroblasts, GFP high-content imaging, set 2; XiGFP mouse fibroblasts, % GFP-positive cells imaging, 3 d; cells co-treated with 5-aza-dC sensitizer; scaled so ellipticine positive control = 100%; activation, % at 7.58 µM; actives 0.055% (n = 360,000); AID 743238, 2013;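 active = mean normalized replicate activation at least 10% and every replicate at or above 10%; inconclusive = only one of the two criteria met; inactive = mean below 10% and not all replicates reach 10%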;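 note: 0% = median of on-plate neutral control wells and 100% = ellipticine 6 µM median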
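System: XiGFP fibroblasts, SV40-immortalized. Medium: DMEM plus 5-aza-dC sensitizer. Doses: single point. Timing: 3 d treatment, 15 min room-temperature fixation. Control set: ellipticine 6 µM.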
ERp5 block: inhibitors of ERp5-driven insulin aggregation, primary screen, biochemical, turbidity, absorbance 650 nm, single point. Protein disulfide-isomerase A6 (Homo sapiens), Q15084. 90 min. inhibition, % at 9.99 µM. actives 0.05% (n = 350,000). AID 651711, 2012;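 active = mean replicate inhibition above about 25%, with every replicate also reaching it, limit read from the data, passing the limit was not always enough; inconclusive = only one of those two criteria met; inactive = neither criterion met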
Target sequence (Q15084 whole entry, looked up): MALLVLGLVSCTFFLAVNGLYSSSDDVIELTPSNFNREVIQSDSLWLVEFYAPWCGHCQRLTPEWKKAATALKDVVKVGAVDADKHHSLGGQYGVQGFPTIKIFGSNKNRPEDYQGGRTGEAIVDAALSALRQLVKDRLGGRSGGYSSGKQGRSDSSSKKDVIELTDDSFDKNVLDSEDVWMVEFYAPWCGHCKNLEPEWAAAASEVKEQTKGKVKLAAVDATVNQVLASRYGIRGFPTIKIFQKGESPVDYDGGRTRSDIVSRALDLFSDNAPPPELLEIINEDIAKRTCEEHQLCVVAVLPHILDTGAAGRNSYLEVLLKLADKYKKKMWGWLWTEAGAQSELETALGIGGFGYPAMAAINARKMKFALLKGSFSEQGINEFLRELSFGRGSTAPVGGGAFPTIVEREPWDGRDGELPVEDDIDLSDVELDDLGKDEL
PAX8 reporter: inhibitors of PAX8-driven TPO luciferase reporter, primary screen, RMG-I cells, single concentration. SteadyGlo, 24 h. actives 1.2% (n = 360,000). inhibition, % at 12.6 µM. AID 652154, 2013;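 active = mean replicate inhibition at least 60% with every replicate also reaching 60%; inconclusive = only one of the two criteria is met; inactive = mean below 60% and not all replicates reaching 60%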;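 note: luciferase light reporting Pax8 driven TPO promoter activity; plate controls were median of neutral control wells for no effect and mitoxantrone controls for full effect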
* hit, by the source's call; ? = inconclusive; nt = not tested or not shown; & = joins results of further samples.

Every second line gives: PAX8 reporter, ERp5 block, XiGFP reactiv, F508del corr, INS-1E GSIS act, ARNT-TACC3 inh, EWS-Fli block, DENV2 CPE rescue
COc1ccc(-c2nc(CN3CCC(c4ccccc4)CC3)c(C)o2)cc1OC
  4, 5, 0.0, -3.6, 6, 7, 12, 3
COc1cc(C(=O)Nc2cc(C(F)(F)F)ccc2N2CCOCC2)ccc1OCC(=O)N1CCOCC1
  0, -1, 0.2, 1.3, 50*, 0, 2, 5
CCCNC(=O)N(C)C[C@@H]1Oc2ncc(C#CC3CC3)cc2C(=O)N([C@H](C)CO)C[C@@H]1C
  nt, 10, 0.0, 1.5, 2, -7, -6, 0
COc1ccc(C)cc1NCC(=O)Nc1ccc(C(C)(C)C)cc1
  23, nt, -0.1, nt, -16, -4, nt, nt
CCN(C(=O)c1ccnc(C(C)(C)C)c1)c1ccccc1
  nt, 3, nt, -2.2, -2, -3, -7, -6
Cc1cc(-c2ccc3c(c2)COc2c4ccccc4nn2-3)on1
  -12, nt, 0.3, 1.4, 4, -1, -2, nt
S=C(S)N1CCCC1
  -22, -3, 0.1, -3.0, nt, 35, -18, 3
CC(=O)c1c(Cl)nc2ccc(Br)cc2c1-c1ccccc1
  20, 5, 0.0, 3.3, nt, -1, 0, -2
COc1ccc(-c2cc(C(=O)OCC(=O)NC3CC3)c3ccccc3n2)cc1OC
  -5, 5, 0.2, -1.6, 13, nt, -13, -7
COc1ccc2ccc(OCC(=O)N3c4ccccc4NC(=O)CC3C)cc2c1 (stereo not drawn)
  3, -4, 1.0, 0.7, -12, -14, -1, 0
CC(=O)c1cccc(N(CC(=O)NC2CCCCC2)C(=O)CCC(=O)Nc2nc(C)cs2)c1
  -6, -5, 0.0, -1.5, -1, -12, 12, 0
C[C@@H]1CN([C@@H](C)CO)C(=O)c2cc(NC(=O)CCN3CCOCC3)ccc2O[C@H]1CN(C)S(=O)(=O)c1cn(C)cn1
  nt, -3, 0.1, -2.0, 17, -5, 5, -13
CCOC(=O)c1c(NC(=O)c2ccccc2Cl)sc2c1CCc1ccccc1-2
  1, 8, 0.1, 1.7, 4, -5, 1, nt
O=S(=O)(c1ccccc1)N1CCN(CCOc2ccc(F)cc2)CC1
  -1, 1, 0.0, 1.7, -5, nt, 7, 6
COc1ccc(Nc2nc(-c3ccccc3)c(C(=O)Nc3cccnc3)s2)cc1
  2, 6, 0.1, 0.6, 0, -9, -4, -2
CCOC(=O)Cc1c(-c2cccc(Br)c2)nc2c3ccccc3ccn12
  12, -7, 0.0, -4.3, 27, nt, -6, -3
COc1ccc(Cl)cc1NC(=O)CN(C)C(=O)CCC(=O)c1cc(C)sc1C
  11, -3, 0.1, 0.1, -21, -1, 7, 5
Cc1ccc2nc(Cl)c(C3CC(c4cccs4)=NN3C(=O)CCC(=O)O)cc2c1 (stereo not drawn)
  -7, 4, 0.0, 1.8, 0, 3, -9, 3
O=C(CSc1nncs1)Nc1nnc(-c2ccccc2)o1
  -3, 4, 0.0, -0.5, 9, 54*, -1, 3
CCNC(=O)Nc1ccccc1C(=O)OC
  -14, -1, 0.0, 2.2, -12, nt, -11, -7
CCCN(CC(=O)Nc1ccccc1C)C(=O)c1ccc2c(c1)S(=O)(=O)N=C1CCCCCN12
  -8, 0, 0.4, -0.1, nt, 3, 4, -7
C[C@@H]1CCCCO[C@H](CN(C)C)[C@@H](C)CN([C@@H](C)CO)C(=O)c2cc(NC(=O)C3CCCCC3)ccc2O1
  -10, nt, 0.0, -1.7, 2, nt, 0, nt
CN1C(=O)c2cc(NC(=O)Cc3ccccc3)ccc2OC[C@H]2O[C@H](CC(=O)NC3CCC3)CC[C@H]21
  0, 2, 0.2, 0.5, -3, -2, 6, 2
CCOc1cc2[nH]c(=O)n(CCCN3CCN(c4ccc(OC)cc4)CC3)c(=O)c2cc1OCC
  4, -4, 0.0, 0.6, 9, 9, 2, -5
CC=Cc1ccc2n(c1=O)C[C@@H]1[C@@H](CO)[C@H](C(=O)N3CCOCC3)[C@H]2N1CC1CC1 (mixture of isomers)
  nt, -4, 0.4, -0.7, 13, -5, 0, 5
CCOC(=O)C1=C(C(=O)OCC)C2N(Cc3ccccc3)c3ccccc3[C@@]23C[C@@H](C(=O)OC)N(S(=O)(=O)c2ccc(C(F)(F)F)cc2)C3=N1 (stereo partly drawn)
  15, -4, -0.3, -1.3, -3, nt, -8, -4
NS(=O)(=O)c1ccc(CNC(=O)c2ccc(Cl)c(S(=O)(=O)NCc3ccccc3)c2)cc1
  -11, 1, 0.2, 3.0, 2, -4, -6, 1
COc1cc(CNC2CCCC2)c(Br)cc1OCc1ccccc1
  23, 1, 0.0, 2.8, 6, -16, 2, -1
COC(=O)COc1ccccc1/C=C1/NC(=O)NC1=O
  -13, nt, 0.1, nt, -1, 5, nt, nt
CCCOP(=O)(c1ccc(N(C)C)cc1)C(Nc1ccccc1)c1ccc(C)cc1 (stereo not drawn)
  11, 1, -0.1, 5.4, 7, -2, 26, -3
CCC(C)c1ccccc1NC(=O)CN(C)CC(=O)Nc1ccccc1SC (stereo not drawn)
  -22, 1, 0.0, 3.6, -9, 5, -11, -1
N#CCOc1ccccc1CNC[C@H]1O[C@@H](n2cnc3c(=O)[nH]c(N)nc32)[C@H](O)[C@@H]1O
  10, 0, 0.0, 4.7, nt, nt, -4, -2
CN(C)C(CNC(=O)c1ccc([N+](=O)[O-])cc1Cl)c1ccco1 (stereo not drawn)
  -42, -3, 0.3, -4.3, 5, -6, -39, 0
C[C@@H]1CN([C@@H](C)CO)C(=O)Cc2cc(NS(=O)(=O)c3ccc(F)cc3)ccc2O[C@@H]1CN(C)S(C)(=O)=O
  -14, 2, -0.2, -0.7, 5, 0, 1, -6
Cc1ccc(NC(=O)N2CCCC2c2cccs2)cc1 (stereo not drawn)
  -3, -2, -0.2, 1.2, -1, -8, 1, nt
Cc1noc(C)c1S(=O)(=O)Nc1ccc2c(c1)CC(=O)N([C@H](C)CO)C[C@H](C)[C@@H](CN(C)Cc1ccccc1)O2
  1, -1, -0.1, -1.6, -12, -3, 6, 0
O=C(C[C@H]1C[C@@H]2c3cc(NC(=O)Nc4ccccc4F)ccc3O[C@@H]2[C@H](CO)O1)NCCc1ccccc1
  nt, 14, 0.0, 0.3, 24, -5, -4, -3
O=C(NCc1ccc(F)cc1)c1ccc(N2CCc3ccccc32)c([N+](=O)[O-])c1
  -4, 5, 0.1, 5.1, -16, -2, -2, ?
C[C@H](CO)N1C[C@H](C)[C@H](CN(C)CC2CCCCC2)Oc2ccc(NC(=O)Nc3ccccc3)cc2CC1=O
  30, 2, -0.4, -3.0, -24, -17, 16, -21
C[C@@H]1CCCCO[C@@H](CN(C)Cc2ccc(Cl)c(Cl)c2)[C@@H](C)CN([C@@H](C)CO)C(=O)c2cc(NC(=O)NC3CCCCC3)ccc2O1
  53, 1, -1.1, 3.3, -4, 8, -5, -1
COc1ccc(S(=O)(=O)Nc2ccc3c(c2)CC(=O)N([C@H](C)CO)C[C@H](C)[C@H](CN(C)CC2CCCCC2)O3)cc1
  nt, 2, 0.0, 1.4, 11, 7, 4, 2
C[C@@H]1CN([C@H](C)CO)S(=O)(=O)c2ccc(C#CCC3CCCC3)cc2O[C@@H]1CN(C)C(=O)c1ccccn1
  nt, -3, -0.9, 1.5, -27, -2, 13, 1
O=C1C2C3C=CC(C4CC34)C2C(=O)N1CCCCN1CCN(c2ccc(F)cc2)CC1 (stereo not drawn)
  -5, 3, 0.1, 0.0, -9, 3, 9, 13
C[C@H](CO)N1C[C@H](C)[C@@H](CN(C)C(=O)NC2CCCCC2)Oc2c(NC(=O)c3ccncc3)cccc2C1=O
  -8&-16, 6&1, -1.1&-0.1, 2.2&-1.0, 34&11, 33, 2&-6, 6&11
C[C@H](CO)N1C[C@H](C)[C@H](CN(C)C(=O)NC2CCCCC2)Oc2ccc(NC(=O)c3ccncc3)cc2C1=O
  0, 0, 0.0, -0.7, 12, -15, -16, -10
NC(=O)C1CCN(C(=O)c2ccc(CS(=O)(=O)c3c(Cl)cccc3Cl)o2)CC1
  -3, -6, -0.1, 2.0, 5, 0, -5, 7
C[C@@H]1CN([C@@H](C)CO)C(=O)c2cc(NC(=O)C3CCCCC3)ccc2O[C@@H]1CN(C)C(=O)Nc1ccc(C(F)(F)F)cc1
  40, 8, 0.1, 1.3, -14, -2, -1, -3
COc1ccccc1NC(=O)N1CCCCN2[C@H](C1)[C@@H](c1ccc(-c3cccc(C)c3)cc1)[C@@H]2CO
  9, -2, -0.1, -5.8, -8, -4, 7, -8
COc1cccc(NC(=O)CSc2nnc(-c3ccco3)c(-c3ccco3)n2)c1
  -5, 1, 0.0, 0.7, -6, nt, -1, 9
O=C(NC(=S)Nc1ccc(C(F)(F)F)cc1)c1csnn1
  -9, 2, 0.0, 3.7, -22, 0, 9, 8

(listing goes on)
Every second line gives: PAX8 reporter, ERp5 block, XiGFP reactiv, F508del corr, INS-1E GSIS act, ARNT-TACC3 inh, EWS-Fli block, DENV2 CPE rescue
CN(CCOc1ccccc1)C(=O)c1ccc(OC2CCN(C(=O)C3CC3)CC2)cc1
  16, -7, 1.2, -2.2, -14, -4, 1, 5
Cc1cccc(C)c1NC(=O)CN(C)C(=O)CCC(=O)N1CCOCC1
  nt, -5, 0.4, -1.9, 5, 1, 4, 8
Cc1cccc(Oc2ccc(NS(=O)(=O)c3ccc(C)c(C(=O)O)c3)cc2)c1
  1, 26*, -0.1, -4.6, 1, -2, 0, 4
C=CCN1C(=S)N[C@@H]2CS(=O)(=O)C[C@@H]21
  -2, 6, 0.1, -3.2, -11, nt, 5, 1
COc1ccc2c3c(n(C)c2c1)[C@H](CO)N(C(=O)CN1CCOCC1)CC31CN(C)C1
  nt, nt, 0.2, -0.4, 16, nt, -5, 1
Cc1ccc(NC2CCCN(C(=O)c3ccoc3C)C2)cc1C (stereo not drawn)
  -49, 3, 0.0, 0.5, 8, 0, nt, 28*
COc1cccc(NC(=O)CSc2nc(O)c(C)c(=O)n2-c2ccc(C)cc2)c1
  0, 4, 0.0, -1.4, 24, 3, 10, 1
c1ccc(CCNc2ccc3nncn3n2)cc1
  3, 0, -0.1, -0.3, nt, 0, 5, -9
COc1ccc(-c2coc3c(C(=O)Nc4cc(OC)c(OC)c(OC)c4)cccc23)c(C)c1
  36, 3, 0.1, 1.3, 8, nt, 20, 0
Cc1ccc(C)c(NC(=O)C(c2ccccc2)N2CCN(CC(=O)NC3CC3)CC2)c1 (stereo not drawn)
  nt, -6, 0.1, 0.6, -14, -5, 11, 2
CCOC(=O)N/N=C/c1cn(Cc2ccc(F)cc2)c2ccccc12
  13, 3, 0.2, -2.6, -1, -5, 30, 6
Cc1ccc(S(=O)(=O)NCC(=O)NCC(=O)N2CCN(c3ncccn3)CC2)cc1C
  3, 2, 0.5, -1.5, 14, -7, 13, 0
C[C@@H]1CN([C@@H](C)CO)C(=O)c2cc(NS(C)(=O)=O)ccc2O[C@@H]1CN(C)Cc1ccccc1
  -10, 3, 0.0, 1.6, 16, -6, -6, -6
Cc1ccc(C)c(N2CCN(C(=O)c3ccc4nsnc4c3)CC2)c1
  38, -12, 0.5, -0.4, 1, 7, 45, -1

Bioassay records from PubChem BioAssay.

Hits appear at their usual frequency. Share with any hit: about 4.2%.
